Screening data as filed in PubChem BioAssay.
CHRM4 antagonist: CHRM4 antagonism in calcium assay. P08173. CHO-hM4 cells, ACh EC80, Fluo-8 calcium fluorescence. inhibition, % at 3 µM. 360,000 compounds, 0.73% hits. AID 624125;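 active = inhibition above its plate's cutoff, the mean inhibition of sample wells plus 3 SD, cut at about 27% in these data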;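 also: 0% = acetylcholine EC80 with DMSO and 100% = DMSO without agonist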
Target sequence (P08173 whole entry, looked up): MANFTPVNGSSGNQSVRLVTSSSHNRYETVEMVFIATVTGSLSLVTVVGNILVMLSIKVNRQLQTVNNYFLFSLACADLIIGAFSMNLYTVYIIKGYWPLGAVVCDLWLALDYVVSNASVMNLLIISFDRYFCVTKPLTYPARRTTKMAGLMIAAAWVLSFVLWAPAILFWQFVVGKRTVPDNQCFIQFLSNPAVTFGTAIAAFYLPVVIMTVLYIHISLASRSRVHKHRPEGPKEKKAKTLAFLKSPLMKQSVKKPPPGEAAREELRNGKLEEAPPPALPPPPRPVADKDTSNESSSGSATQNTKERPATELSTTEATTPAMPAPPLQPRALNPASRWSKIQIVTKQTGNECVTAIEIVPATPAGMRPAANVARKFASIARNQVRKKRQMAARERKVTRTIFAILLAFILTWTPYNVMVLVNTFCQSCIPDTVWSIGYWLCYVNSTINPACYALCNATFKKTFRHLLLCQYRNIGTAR
CHRM1 antagonist: antagonists of human M1 muscarinic receptor; inhibition, % at 3 µM; 360,000 compounds, 1.3% hits; CHO-K1 hM1, Fluo-8 calcium fluorescence, ACh EC80 antagonist; P11229; AID 588852;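 active = percent inhibition above its own plate's cutoff, namely the mean of that plate's compound wells plus 3 SD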;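 also: peak over basal fluorescence ratio during 140 s after agonist addition; 0% = ACh EC80 plus DMSO and 100% = DMSO alone without agonist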
M5 PAM: potentiates acetylcholine response at human M5 receptor; 360,000 compounds, 0.3% hits; CHO-K1 hM5, Fluo-8 calcium, ACh EC20 PAM; 0% = ACh EC20, 100% = ACh EC100; activation, % at 3 µM; P08912;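 active = activation above the run cutoff, the mean activation of all test compounds plus 3 SD, cut at about 18% in these data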
Target sequence (P08912 whole entry, looked up): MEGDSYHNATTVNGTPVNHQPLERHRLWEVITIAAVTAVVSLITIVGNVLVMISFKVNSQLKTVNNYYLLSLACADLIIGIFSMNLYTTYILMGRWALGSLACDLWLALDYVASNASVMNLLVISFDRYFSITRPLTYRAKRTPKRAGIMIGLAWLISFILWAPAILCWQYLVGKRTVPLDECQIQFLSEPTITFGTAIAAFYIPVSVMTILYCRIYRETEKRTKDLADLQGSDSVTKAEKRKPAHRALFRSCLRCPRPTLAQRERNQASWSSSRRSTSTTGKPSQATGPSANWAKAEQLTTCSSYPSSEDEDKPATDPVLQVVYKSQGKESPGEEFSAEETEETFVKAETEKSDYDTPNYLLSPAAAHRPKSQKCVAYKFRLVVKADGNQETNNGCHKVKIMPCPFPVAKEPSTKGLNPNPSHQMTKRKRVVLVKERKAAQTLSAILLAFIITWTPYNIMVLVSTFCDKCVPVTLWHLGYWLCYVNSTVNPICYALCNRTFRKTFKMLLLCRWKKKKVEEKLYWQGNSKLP
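Assay system: CHO-K1 hM5 cells / Incubation: Fluo-8 loading 80 min at 37 °C plus 30 min room temperature / Technique: Fluo-8 calcium dye fluorescence, kinetic read / Repeats: single replicate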
CHRM4 PAM: CHRM4 positive allosteric modulation | 360,000 compounds, 0.4% hits | P08173 | CHO-K1 hM4/Gqi5, Fluo-8 calcium fluorescence, ACh EC20; 0% = ACh EC20, 100% = maximal ACh | activation, % at 3 µM;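 active = activation above its plate's cutoff, the mean activation of sample wells plus 3 SD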; also: some results filed as inactive read as strong as hits
CRFR2-BP ag: agonists of human CRF-binding protein/CRF-R2 receptor complex | activation, % at 13.2 µM | HEK293 CRF-R2/CRF-BP, calcium dye fluorescence (FLIPR); percent of saturating CRF peptide response | AID 588473 | 350,000 compounds, 0.46% hits;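 active = activation of at least 50%, plus an integration ratio under a set limit after plate pattern correction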;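 also: plate controls were neutral control wells without compound for no effect and CRF at EC100 for full effect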
CHRM4 agonist: CHRM4 agonism in calcium assay; P08173; CHO-K1 hM4/Gqi5, Fluo-8 calcium fluorescence; vehicle 0%, full acetylcholine response 100%; activation, % at 3 µM; 360,000 compounds, 0.14% hits;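 active = activation above the run mean over all test wells plus 3 SD, cut at about 32% in these data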;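 also: peak over basal fluorescence ratio per well then scaled between controls; 0% = DMSO wells and 100% = acetylcholine at EC100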
M1 PAM: human CHRM1 positive allosteric modulation; AID 588819; P11229; CHO-K1 hM1, Fluo-8 calcium fluorescence, ACh EC20; 0% = ACh EC20, 100% = maximal ACh; activation, % at 3 µM; 360,000 compounds, 0.088% hits; in the data active = activation above about 19%, passing the limit was not always enough
M5 antag: CHRM5 antagonism in calcium assay | inhibition, % at 3 µM | 360,000 compounds, 0.59% hits | CHO-hM5 cells, Fluo-8 calcium fluorescence, ACh EC80 | AID 624040;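 active = inhibition above a per-plate cutoff, the mean of that plate's test compounds plus 3 SD, cut at about 27% in these data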;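 also: 0% = acetylcholine EC80 with DMSO and 100% = DMSO without agonist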
CHRM5 agonist: agonists of human muscarinic M5 receptor (CHRM5); P08912; CHO-K1 hM5 cells, Fluo-8 calcium fluorescence; 0% DMSO wells, 100% maximal acetylcholine response; activation, % at 3 µM; 360,000 compounds, 0.19% hits;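 active = activation above the run's mean over test compounds plus 3 SD, cut at about 23% in these data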;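 also: signal is peak over basal fluorescence ratio across the kinetic read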
An asterisk follows results filed as active; . = not tested or not shown. Not a hit list; 2.8% or so of the library scored in one or more.

SMILES	CHRM4 antagonist	CHRM1 antagonist	M5 PAM	CHRM4 PAM	CRFR2-BP ag	CHRM4 agonist	M1 PAM	M5 antag	CHRM5 agonist
CCc1ccc(CNC(=O)CCc2nc(-c3cccs3)no2)cc1	-10	2	-9	-1	1.4	1	-1	-1	0
O=C(CN1C(=O)/C(=C/c2cccc(Br)c2)SC1=S)N1CCCC1	2	-16	0	12	-3.7	1	6	3	-2
COc1ccc(CN(Cc2ccc(C(=O)O)cc2)C(=S)Nc2ccc(C)cc2)cc1OC	4	-11	5	1	0.8	0	11	2	1
CCOC(=O)C1=C(CC)Nc2ccccc2N=C1NC(=O)c1ccc(S(=O)(=O)N2CCOCC2)cc1	-11	2	-5	-9	1.6	6	-6	-3	-7
Cc1ccc(C(C(=O)NC2CCCC2)N(Cc2ccccc2)C(=O)c2csnn2)o1 (stereo unspecified)	-5	-3	-3	-5	-0.5	8	5	7	-2
c1ccc2c(-c3cccc4nccn34)cncc2c1	-2	-2	-5	0	.	2	-2	3	-4
CCN(CC(=O)Nc1ccc(NC(C)=O)cc1)C(=O)CN1C(=O)NC2(CCCC2)C1=O	-5	-5	4	-3	0.6	1	0	2	3
CC(NC(=O)C(=O)N1CCCCC1)C(c1cccs1)N1CCN(Cc2ccccc2)CC1 (stereo unspecified)	5	-16	12	0	2.1	1	6	-6	-4
CC(NC(=O)c1ccc(S(=O)(=O)NCc2ccco2)cc1)c1ccc(F)cc1 (stereo unspecified)	-2	-5	-1	1	0.2	2	8	0	2
COc1cccc(CN(C)C(=O)CSCC(=O)Nc2ccc(C)cc2)c1OC	5	-7	1	2	-1.7	2	7	6	7
Cc1cc(NS(=O)(=O)c2ccc(NC(=O)Cc3ccccc3)cc2)nc(C)n1	1	-2	-6	-2	-0.5	1	2	16	-4
CC(=O)N1CCC(=NNc2nc3ccccc3s2)CC1	7	-4	-3	-1	-1.2	1	8	10	-3
Cc1ccc(-n2c(SCn3nnc4ccccc4c3=O)nnc2-c2cccnc2)c(C)c1	7	-5	-7	-5	0.9	4	-1	0	-7
Cc1ccc2c(c1)c(C1=NC(=S)NC1=O)c(O)n2C	-27	-12	-1	8	-1.1	1	9	-9	-1
CCOCCCNC(=S)NCCCNc1nc2c(C)cc(C)cc2cc1C#N	-14	-4	1	3	2.9	0	6	1	-10
CCS(=O)(=O)c1ncc(Cl)c(C(=O)Nc2ccc(C)cc2)n1	14	-11	-3	-4	-0.8	-1	0	-7	-1
COc1cccc(-c2[nH]nc3c2C(c2ccsc2)C(C#N)=C(N)O3)c1 (stereo unspecified)	-3	-10	-5	-8	-2.8	1	5	-3	-3
O=C(Nc1nccs1)C(NS(=O)(=O)c1ccc(Br)s1)c1ccccc1 (stereo unspecified)	-11	6	-4	9	0.7	3	0	0	1
Cc1ncc([N+](=O)[O-])n1CCOC(=O)c1ccc(Br)cc1	12	6	-2	-4	-0.7	3	3	-3	-5
Cc1ccc(CC(CC(=O)O)C(=O)NCc2ccccc2)cc1 (stereo unspecified)	11	0	-2	-3	0.3	1	4	1	2
O=C(NCC1(c2ccccc2)CCOCC1)c1ccc(Br)o1	-14	7	-3	7	0.9	1	-3	2	-5
Cc1ccccc1C(=O)NC(CC(C)C)C(=O)NCC(C)(C)N1CCOCC1 (stereo unspecified)	3	-8	1	8	-1.2	0	8	0	3
COc1ccccc1-n1cc2c([N+](=O)[O-])cc([N+](=O)[O-])cc2n1	-8	-10	-2	0	-2.4	10	11	4	-1
O=C1OC(c2ccccc2)=C/C1=C/N1CCOCC1	-5	7	-3	3	0.2	0	4	2	3
O=C(NCc1ccc2c(c1)OCO2)c1nnc(Cc2ccc(Cl)cc2)o1	-8	-18	-1	1	-2.6	0	13	0	2

Entries of single compounds as entered above. Values in the order: CHRM4 antagonist	CHRM1 antagonist	M5 PAM	CHRM4 PAM	CRFR2-BP ag	CHRM4 agonist	M1 PAM	M5 antag	CHRM5 agonist
Cc1ccc2c(c1)c(C1=NC(=S)NC1=O)c(O)n2C is listed as -27	-12	-1	8	-1.1	1	9	-9	-1
Cc1ccccc1C(=O)NC(CC(C)C)C(=O)NCC(C)(C)N1CCOCC1 (stereo unspecified) is listed as 3	-8	1	8	-1.2	0	8	0	3
O=C1OC(c2ccccc2)=C/C1=C/N1CCOCC1 is listed as -5	7	-3	3	0.2	0	4	2	3
CC(NC(=O)c1ccc(S(=O)(=O)NCc2ccco2)cc1)c1ccc(F)cc1 (stereo unspecified) is listed as -2	-5	-1	1	0.2	2	8	0	2
CC(=O)N1CCC(=NNc2nc3ccccc3s2)CC1 is listed as 7	-4	-3	-1	-1.2	1	8	10	-3

Shown in markdown: entries from further up
| Compound | CHRM4 antagonist | CHRM1 antagonist | M5 PAM | CHRM4 PAM | CRFR2-BP ag | CHRM4 agonist | M1 PAM | M5 antag | CHRM5 agonist |
| --- | --- | --- | --- | --- | --- | --- | --- | --- | --- |
| Cc1ccc(CC(CC(=O)O)C(=O)NCc2ccccc2)cc1 (stereo unspecified) | 11 | 0 | -2 | -3 | 0.3 | 1 | 4 | 1 | 2 |
| CC(NC(=O)c1ccc(S(=O)(=O)NCc2ccco2)cc1)c1ccc(F)cc1 (stereo unspecified) | -2 | -5 | -1 | 1 | 0.2 | 2 | 8 | 0 | 2 |

Next structures.
SMILES	CHRM4 antagonist	CHRM1 antagonist	M5 PAM	CHRM4 PAM	CRFR2-BP ag	CHRM4 agonist	M1 PAM	M5 antag	CHRM5 agonist
Cc1cc(NC(=O)CSc2nnc(-c3cccnc3)n2Cc2ccccc2)no1	-3	-12	3	9	3.9	2	11	5	5
N#Cc1ccsc1NC(=O)CCN1CCN(C(c2ccccc2)c2ccccc2)CC1	1	30*	-18	-15	0.8	0	-23	15	-7
O=C(Nc1cccc2ccccc12)NC1CCCCC1O (stereo unspecified)	-2	-4	1	5	0.0	1	2	0	-4
CCS(=O)(=O)c1nc(S(=O)(=O)c2ccc(Cl)cc2)c(NCCCN2CCCC2=O)s1	-5	-4	-1	-3	-1.5	2	8	13	-6
C/C(=N\NC(=O)c1ccc(C)cc1)C1C(=O)c2ccccc2C1=O	-1	2	-5	1	0.5	0	0	3	0
CC(C)CC(=O)Nc1ccc(S(=O)(=O)N2CCCC2)cc1	9	-3	-3	-6	-2.4	1	3	28*	-5
Cn1nc(C(F)(F)F)c(-c2cccc(C(F)(F)F)c2)c1NC(=O)Nc1ccc(F)cc1	8	38*	-26	-14	7.0	14	-19	34*	3
CCCNC(=O)C(CC)NS(=O)(=O)c1ccc(OC)cc1 (stereo unspecified)	-8	-8	3	-1	1.9	0	4	-2	0
O=C(NC(=S)Nc1ccccc1N1CCCC1)c1cccc(F)c1	1	0	2	1	0.9	1	-6	-7	2
COCCNC(=O)CCCn1c(=O)c2ccccc2n(Cc2cccc([N+](=O)[O-])c2)c1=O	0	-8	6	5	-0.3	1	8	-2	-3
COc1ccc(CC(NC(C)=O)C(=O)N2CCN(C(=O)Nc3cccc(Cl)c3)CC2)cc1OC (stereo unspecified)	-14	-29	-1	14	0.7	1	8	-12	-6
O=C(CSc1ncn[nH]1)N1CCN(S(=O)(=O)c2ccc(Cl)cc2)CC1	1	-10	0	0	1.2	0	6	-4	1
COc1ccc(NC(=O)C2(c3ccc(NC(=O)c4ccc(OC)c(OC)c4)cc3)CCCC2)cc1	-3	-6	-7	5	-0.1	2	6	1	3
ClC1(Cl)CC1CSc1ncn[nH]1 (stereo unspecified)	4	2	5	3	-1.3	3	5	1	3
Cc1nnc(NC(=O)C2CC(=O)N(Cc3ccccc3)C2)s1 (stereo unspecified)	4	0	-2	0	-0.3	1	2	11	-5
Cc1ccc(-n2c(SCC(=O)N3CCOCC3)nnc2-c2cccnc2)cc1C	-9	-24	0	4	-1.6	1	4	-8	-3
O=C(Oc1ccc(/C=N/NC(=O)c2ccccc2O)cc1)c1ccccc1	3	11	-13	-9	1.2	8	-5	8	4
O=C(Nc1cc(-c2ccccc2)sc1C(=O)O)c1cccc(F)c1	-8	22	-18	-14	-0.6	22	-12	23	1
COc1ccc(C2=NN(c3ccccc3)C(c3cccs3)C2)cc1 (stereo unspecified)	-1	1	3	0	-1.3	-1	6	1	-2
Cc1cc(N2CCOCC2)nc2ccc(NC(=O)C3CCCCC3)cc12	-4	-18	1	-1	.	2	4	-6	-1
COc1ccc(-c2cc(C(=O)NCCCN3CCOCC3)no2)cc1	-2	-11	-2	-2	-0.1	4	10	19	0
CC(=O)c1ccc(NC(=S)N2CCN(CCO)CC2)cc1	10	-13	-3	-5	-1.4	0	4	5	0
CCOC(=O)N1CCN(C(=O)CN2C(=O)c3ccccc3S2(=O)=O)CC1	1	3	-3	8	-0.6	0	4	15	-3
c1ccc(CSc2nnc(-c3ccco3)n2Cc2ccco2)cc1	2	-3	-3	7	0.8	0	9	-2	-3
Cc1onc(-c2ccccc2Cl)c1C(=O)Nc1ccccc1	9	-23	-1	4	2.1	0	4	7	-5

Three entries drawn at random from those above:
SMILES	CHRM4 antagonist	CHRM1 antagonist	M5 PAM	CHRM4 PAM	CRFR2-BP ag	CHRM4 agonist	M1 PAM	M5 antag	CHRM5 agonist
Cn1nc(C(F)(F)F)c(-c2cccc(C(F)(F)F)c2)c1NC(=O)Nc1ccc(F)cc1	8	38*	-26	-14	7.0	14	-19	34*	3
Cc1cc(NC(=O)CSc2nnc(-c3cccnc3)n2Cc2ccccc2)no1	-3	-12	3	9	3.9	2	11	5	5
Cc1ccc(-n2c(SCC(=O)N3CCOCC3)nnc2-c2cccnc2)cc1C	-9	-24	0	4	-1.6	1	4	-8	-3

Following part:
SMILES	CHRM4 antagonist	CHRM1 antagonist	M5 PAM	CHRM4 PAM	CRFR2-BP ag	CHRM4 agonist	M1 PAM	M5 antag	CHRM5 agonist
COc1ccc(C(C)(O)c2nc(-c3cnc4ccccc4c3)cs2)cc1 (stereo unspecified)	-13	-9	-8	-3	.	7	-1	-2	1
Cc1cc(OC(=O)c2ccccc2Cl)c([N+](=O)[O-])c(=O)[nH]1	-14	1	0	4	0.1	0	-2	1	0
CN(CC(=O)Nc1ccc(F)cc1)C(=O)COc1ccc(C(=O)c2ccccc2)cc1	-12	-6	-3	-3	10	4	-1	-6	3
Cc1cccc(NC(=O)CN2C(=O)N/C(=C\c3ccccc3OCc3ccc(C(=O)O)cc3)C2=O)c1	-4	-9	4	8	-0.3	-1	15	5	-1
Cc1ccn2cc(-c3cccc(NC(=O)c4cccs4)c3)nc2c1	-5	1	-2	-5	-4.8	6	-3	12	-3
NC(=S)N/N=C/c1c[nH]c2ccc(OCc3ccccc3)cc12	4	-3	-10	-13	-0.9	9	-1	17	-1
CC(=O)NC1(C2CCCCC2=O)CCCCC1 (stereo unspecified)	-3	-8	-3	8	-2.0	2	7	-1	1
COc1ccccc1N1CCN(S(=O)(=O)c2ccc3c4c(cccc24)C(=O)N3)CC1	-13	-26	-9	2	-0.3	12	6	4	3
CCc1ccc(NC(=O)CN2CCC(C(=O)c3ccc(OC)cc3)CC2)cc1	16	-2	-7	-12	0.4	5	-1	14	-1
